AmpC no deterg: inhibitors of E. coli AmpC beta-lactamase without detergent. actives 0.52% (n = 330,000). AID 485341. AmpC nitrocefin hydrolysis, absorbance 480 nm, 0.0001% Triton. P00811. Potency, µM (top dose mostly 57.1 µM), without a hit: at the highest dose activity change, negative = inhibition, usual class: inhibitors;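 note: potency is the fitted concentration of half-maximal effect; plate controls were no compound for no effect and no enzyme for full effect; nearly all actives have a fitted effect of over 20% in size; some results filed as inactive show a strong effect at the top dose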
Target sequence (P00811 whole entry, looked up): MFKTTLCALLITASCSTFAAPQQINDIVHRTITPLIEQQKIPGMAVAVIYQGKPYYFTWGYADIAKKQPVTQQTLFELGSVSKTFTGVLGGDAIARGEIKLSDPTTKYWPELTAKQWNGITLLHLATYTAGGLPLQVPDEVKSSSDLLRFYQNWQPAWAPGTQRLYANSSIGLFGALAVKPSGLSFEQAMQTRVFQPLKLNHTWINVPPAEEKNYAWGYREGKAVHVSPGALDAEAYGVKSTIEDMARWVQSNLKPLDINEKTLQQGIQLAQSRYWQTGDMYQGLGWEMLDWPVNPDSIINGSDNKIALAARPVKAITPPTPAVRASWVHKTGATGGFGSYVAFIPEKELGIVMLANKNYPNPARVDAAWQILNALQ
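20 mM phosphate pH 7.0 + 0.01% (detergent screen) or 0.0001% Triton X-100; 5.3 nM AmpC reagent; cpd preinc 15 min RT; nitrocefin (800 uM stock) to start; A480 q20 s × 4 min; Activity was normalised to no-enzyme and no-compound control wells.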
FBPA Giardia inh: inhibitors of Giardia lamblia fructose-1,6-bisphosphate aldolase; A8B2U2; purified Giardia FBPA; Potency, µM (series often up to 59.6 µM), inactives show at the highest dose activity, negative = inhibition, usual class: inhibitors; actives 0.71% (n = 290,000); AID 2451; note: potency is the fitted concentration of half-maximal effect; nearly all actives have a fitted effect of over 55% in size
Target sequence (A8B2U2 whole entry, looked up): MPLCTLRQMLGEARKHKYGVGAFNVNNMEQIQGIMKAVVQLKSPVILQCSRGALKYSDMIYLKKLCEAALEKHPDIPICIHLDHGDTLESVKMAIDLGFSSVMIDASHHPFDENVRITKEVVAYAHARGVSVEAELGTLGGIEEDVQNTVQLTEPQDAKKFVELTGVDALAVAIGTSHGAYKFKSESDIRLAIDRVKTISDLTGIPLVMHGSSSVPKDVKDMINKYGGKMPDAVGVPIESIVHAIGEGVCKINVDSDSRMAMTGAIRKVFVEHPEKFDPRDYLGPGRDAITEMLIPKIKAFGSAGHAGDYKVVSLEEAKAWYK
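40 nM FBPA preincubated 10 min at RT with compound (up to 57.5 uM final), then substrate plus GAPDH/TPI/NAD/arsenate coupling and diaphorase/resazurin added. Fluorescence read after 20 min at RT, 525/598 nm.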
Sm TGR inh: inhibitors of Schistosoma mansoni thioredoxin glutathione reductase; purified TGR, DTNB reduction, TNB absorbance 405 nm; AID 485364; Potency, µM (titrated, usually from 114 µM), for inactives: at the top dose activity change, negative = inhibition, usual class: inhibitors; actives 3% (n = 360,000); note: potency is the fitted concentration of half-maximal effect; nearly all actives have a fitted effect of over 60% in size
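First, TGR (20 nM dispensed) and NADPH were mixed with compound. Second, a 15 min room-temperature incubation followed. Third, further NADPH and then DTNB were added to start the reaction. Finally, TNB absorbance was monitored kinetically.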
HCMV antiviral: inhibitors of human cytomegalovirus; activity change, negative = inhibition, % at 57.5 µM; HFF cells, HCMV-luciferase reporter, 72 h; hits give low values; actives 4.5% (n = 410,000); in the data active = activity change below about -60%; inconclusive = no clear call, values can overlap the other calls; inactive = above about -39%
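Two-dose cell screen: HFF monolayers treated with compounds and infected with luciferase-expressing HCMV at 1 PFU/cell, 72 h at 37C, then lysed for luciferase measurement.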
AmpC inh detg: blocks E. coli AmpC beta-lactamase in detergent assay; AmpC hydrolysis of nitrocefin, absorbance 480 nm, 0.01% Triton; actives 0.041% (n = 370,000); Potency, µM (top dose mostly 114 µM), for the others: top-dose activity change, negative = inhibition, usual class: inhibitors; P00811;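 note: potency is the fitted concentration of half-maximal effect; 0% = no-compound wells and -100% = no-enzyme wells; nearly all actives have a fitted effect of over 25% in size; some results filed as inactive show a strong effect at the top dose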
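20 mM phosphate pH 7.0 + 0.01% (detergent screen) or 0.0001% Triton X-100; 5.3 nM AmpC reagent; cpd preinc 15 min RT; nitrocefin (800 uM stock) to start; A480 q20 s × 4 min; Activity was normalised to no-enzyme and no-compound control wells.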
AMA1-RON2 inh: disrupts binding of P. falciparum AMA1 to RON2; actives 0.2% (n = 360,000); Potency, µM (highest dose often 58.2 µM), without a hit: top-dose activity change, negative = inhibition, hits mostly inhibitors; AID 720542; AlphaScreen AMA1-biotinylated RON2 peptide binding;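 note: potency is the fitted concentration of half-maximal effect; 0% = vehicle wells and -100% = peptide control; nearly all actives have a fitted effect of over 45% in size; some results filed as inactive show a strong effect at the top dose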
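AMA1 (3D7) with his tag at 25 nM final met compounds first, then biotinylated RON2 peptide at 25 nM; detection used donor plus acceptor beads, 10 µg/mL apiece, read by AlphaScreen after 30 min at room temperature.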
An asterisk follows results filed as active; ? = inconclusive; . = not tested or not shown; & = joins results of further samples; [ ] = dose if it differs, or a comment. Unless noted, calls come from the whole dose curve; as a rule, active = well fitted curve in the direction sought with a large enough effect; inconclusive = small, poorly fitted or top-dose-only effect, or another doubt; inactive = no such curve, though single readings can be large; an effect the other way counts as inactive or inconclusive. Unless noted, % is set by controls: 0 for no effect and ±100 for the full control effect.

SMILES	AmpC no deterg	FBPA Giardia inh	Sm TGR inh	HCMV antiviral	AmpC inh detg	AMA1-RON2 inh
N#Cc1c(NC(=O)COC(=O)C2CC3C=CC2C3)oc(-c2ccccc2)c1-c1ccccc1 (stereo unspecified)	?	2%	-12%	37	1%	-4%
Cc1ccc2cccc(OCC(=O)c3cc(C)n(Cc4ccco4)c3C)c2n1	73%[activator]	-27%	?	2	4%	.
COc1ccc(C(=O)OCC(=O)NC(=O)CCSc2ccccc2)cc1	-21%	8%	?	-26	10%	4%
N#CCc1ccc(NC(=O)Nc2cccc(Cl)c2)cc1	-33%	1%	6%	-6	-10%	-10%
Cc1ccccc1OCCC(=O)OCC(=O)N(C)c1c(N)n(Cc2ccccc2)c(=O)[nH]c1=O	92%[activator]	6%	-16%	19	-5%	-3%
NS(=O)(=O)c1ccc(NC(=S)Nc2ccc(F)c(F)c2)cc1	-19%	?	25µM*	-34	-3%	2%
Cc1c(C(=O)OC(C)C(=O)N(C)Cc2ccccc2)oc2ccccc12 (stereo unspecified)	65%[activator]	.	.	52	.	0%
CCc1ccccc1NC(=O)CC1CS(=O)(=O)CC1CC(=O)Nc1ccccc1CC (stereo unspecified)	-24%	4%	2%	-26	5%	-3%
O=C(COc1ccc2c(-c3ccccc3)cc(=O)oc2c1)NC1CCS(=O)(=O)C1 (stereo unspecified)	-3%	.	6%	-30	1%	-4%
CCCCC(=O)Nc1ccc2c3c(cccc13)CC2	-34%	-4%	-29%	-12	-14%	20%
CC1CCN(Cc2ccc(-c3nnn(CC(=O)NC4CCCCC4)n3)cc2)CC1	-22%	7%	9%	-14	1%	-3%
Cc1ccc(C(=O)O)cc1N1CCCC1=O	-7%	0%	4%	7	3%	7%
CC(=O)N1c2ccccc2CC1C(=O)N1CCN(c2cccc(Cl)c2)CC1 (stereo unspecified)	.	.	6%	-3	6%	.
Cc1ccc(C2=NN3C(C(=O)c4ccccc4)Oc4ccccc4C3C2)cc1 (stereo unspecified)	?	-2%	3%	123	-2%	-24%
CCCSc1ncc(Cl)c(C(=O)N(Cc2cccc(Cl)c2)C2CCS(=O)(=O)C2)n1 (stereo unspecified)	.	.	6%	19	7%	.
Cc1ccc(CNC(=O)Nc2ccc3c(c2)N(C)C(=O)CS3)cc1	-59%	5%	1%	10	0%	-21%
Cc1nc(NC(=O)CSc2nnc(C3CC3)n2N)c(Cl)cc1Cl	-19%	.	.	-27	.	0%
Cc1c(NC(=O)c2c(N)n(-c3ccccc3)c3nc4ccccc4nc23)c(=O)n(-c2ccccc2)n1C	-21%	-7%	7%	.	?	.
[O-][n+]1onc2c1CCc1[nH]c(-c3ccccc3)nc1-2	-44%	-3%	-20%	-99*	-4%	-17%
COc1ccc2[nH]c(C(=O)O)c(NS(=O)(=O)c3ccc(C)cc3C)c2c1	-28%	4%	0%	16	-7%	-6%

3 entries picked at random from the list so far, as already listed:
SMILES	AmpC no deterg	FBPA Giardia inh	Sm TGR inh	HCMV antiviral	AmpC inh detg	AMA1-RON2 inh
CCCSc1ncc(Cl)c(C(=O)N(Cc2cccc(Cl)c2)C2CCS(=O)(=O)C2)n1 (stereo unspecified)	.	.	6%	19	7%	.
Cc1nc(NC(=O)CSc2nnc(C3CC3)n2N)c(Cl)cc1Cl	-19%	.	.	-27	.	0%
N#Cc1c(NC(=O)COC(=O)C2CC3C=CC2C3)oc(-c2ccccc2)c1-c1ccccc1 (stereo unspecified)	?	2%	-12%	37	1%	-4%

(further entries)
SMILES	AmpC no deterg	FBPA Giardia inh	Sm TGR inh	HCMV antiviral	AmpC inh detg	AMA1-RON2 inh
CCNCc1cc2cc(C)ccc2[nH]c1=O	-12%	-10%	-16%	41	?	-5%
N#Cc1c(NC(=O)c2ccco2)sc2c1CCC2	-22%	.	-7%	72	-13%	-4%
CCc1ccc(N2C(=O)NC(=O)/C(=C\C=C\c3ccco3)C2=O)cc1	?	-17%	11µM*	-77*	2%	-9%
Cc1cc(C)cc(N2CC(C(=O)NC3CCCCC3)CC2=O)c1 (stereo unspecified)	-6%	-2%	-12%	-19	-2%	-13%
c1coc(-c2ncc[nH]2)c1	-23%	-23%	-15%	-19	5%	28µM*
Cc1ccc(CN2CCN(C3CCN(C(=O)OC(C)(C)C)CC3)C(=O)C2=O)cc1	.	.	-7%	10	-13%	.
CCn1c(SCC(=O)Nc2ccc(OC)c(OC)c2)nnc1-c1cnccn1	-3%	3%	-2%	2	-10%	-5%
CCOC(=O)C1=C(c2ccccc2)NC(=O)NC1c1cc(Cl)c(O)c(OC)c1 (stereo unspecified)	-36%	-8%	30%	16	0%	1%
CCOC(=O)N1CCC(N2C(=O)c3ccccc3C2Nc2ccc(C)cc2)CC1 (stereo unspecified)	101%[activator]	3%	6%	-39	-10%	-18%
Cc1[nH]c2ccccc2c1NC(=O)CN1CCN(Cc2ccc3c(c2)OCO3)CC1	31%	-2%	-24%	.	-14%	.
CCOC(=O)c1cc(C)n(CCCN2CCOCC2)c1C	115%[activator]	-4%	2%	28	0%	-2%
CCC/C=C1/CCCOC(C(=O)NCc2ccc(C)o2)(C(F)(F)F)C1 (stereo unspecified)	6%	-2%	.	137	.	17%
O=C(Nc1cc([N+](=O)[O-])ccc1O)c1ccc2c(c1)C(=O)N(Cc1ccco1)C2=O	-8%	.	0%	93	1%	0%
C=CCn1c(SCC(=O)Nc2ccccc2CC)nnc1-c1ccncc1	15%	-13%	3%	41	-17%	-2%
CC(C)(C)C(=O)COC(=O)CNC(=O)c1ccc(Oc2ccccc2)cc1	31%	-4%	16%	77	0%	1%
O=C(CCn1cnc2ccccc2c1=O)Nc1ccc2c(c1)OCCO2	-16%	2%	9%	51	?	?
CCOc1ccc(C(=O)Nc2cccc([N+](=O)[O-])c2)cc1Br	-24%	-12%	-4%	-24	-12%	1%
COc1ccc(C(C(C(=O)c2cccs2)N2CCOCC2)N2CCOCC2)cc1OC (stereo unspecified)	12%	-5%	?	13	2%	-4%
CCN(C(=O)CSc1nnc(C)n1-c1cccc(C)c1)C1CCS(=O)(=O)C1 (stereo unspecified)	-14%	.	0%	8	7%	-5%
CCCNS(=O)(=O)c1ccc(OCC(=O)N2CCN(C)CC2)cc1	-20%	2%	4%	63	-11%	?
c1ccc2cc(C3CCCCC3)ncc2c1	-23%	.	.	1	.	-1%
COc1cc(SC)ccc1C(=O)OCC(=O)NC1CC1	-9%	3%	47%[activator]	15	-2%	-14%
CCOc1ccc(NC(=S)NC23CC4CC(CC(C4)C2)C3)cc1	-26%	-4%	64%[activator]	-20	?	0%
O=c1oc2cc(O)ccc2c2oc3cc(O)ccc3c12	-33%	1%&-3%	-4%	-18	?	-8%
Cc1c(C)n(CCc2c[nH]c3ccccc23)ccc1=O	1%	-3%	6%	1	?	25%
COCCC(=O)N1CCC(Oc2ccc(C(=O)NCc3cccc(C)n3)cc2)CC1	24%	.	2%	2	0%	7%
CCOC(=O)c1[nH]c(COC(=O)c2ccccc2NC(=O)c2ccco2)c(C(=O)OCC)c1C	-5%	-7%	1%	-3	-11%	-6%
CCOC(=O)C(C)Oc1ccc(=O)n(-c2ccccc2)n1 (stereo unspecified)	-13%	8%	-2%	41	-4%	5%
O=C(Nc1ccc(N2CCOCC2)cc1)c1cc(F)c(F)cc1Cl	-14%	2%	5%	-19	?	-12%
CCOc1ccccc1N(C)C(=O)c1c2c(nc3ccccc13)C(=O)N(C1CCCCC1)C2	.	.	-8%	-5	-5%	.
CC1CCCC(C)N1CC(O)COCc1ccccc1 (stereo unspecified)	-23%	-10%	14%	?	1%	29%
CSCCC(C(=O)N1CC2(C)CC1CC(C)(C)C2)N1C(=O)c2ccccc2C1=O (stereo unspecified)	69%[activator]	-2%	-28%	34	0%	-1%
COc1cccc(CN(C)C(=O)c2ccc3c(=O)n4c(nc3c2)CCC4)c1OC	-1%	.	0%	41	3%	-1%
O=C(NCC1CCCO1)c1ccc(S(=O)(=O)Nc2ccccc2F)cc1 (stereo unspecified)	-21%	.	-7%	-24	?	11%
O=c1oc2ccccc2c(Nc2ccc(Cl)cc2)c1[N+](=O)[O-]	-6%	0%	-22%	-16	1%	6%
Cc1cccc(OCCCCNCc2ccccc2)c1	-29%	?	-6%	1	0%	0%
CCOC(=O)c1ccc(NC(=O)Nc2cccc(OCc3cc(=O)n4ccc(C)cc4n3)c2)cc1	.	.	4%	0	-2%	.
COc1ccccc1Nc1nc(-c2ccccc2F)nc2ccccc12	.	.	-5%	13	-3%	.
N#CCCN(C(=O)COC(=O)C1=NNC(=O)CC1)c1ccccc1	-11%	.	-4%	-28	?	6%
COc1ccc(C(=O)NNC2=NC(C)(C)Cc3cc(C)c(C)cc32)cc1	-16%	3%	-3%	-3	0%	38%[activator]
CCOC(=O)c1[nH]c2ccccc2c1NC(=O)CC	-10%	-4%	4%	18	?	0%
C/C(=C\c1ccco1)C1Nc2cccc3cccc(c23)N1	-49%	-24%	3.5µM*	.	-3%	.
CCc1cccc(NC(=O)c2cc3c(s2)-c2ccccc2OC3)c1	.	.	-2%	-24	0%	.
Cc1onc(-c2ccccc2Cl)c1C(=O)Nc1ccccc1C(N)=O	-19%	2%	-3%[11.4 µM]	-35	-4%	0%
CCOc1cc(NC(=O)CCl)c(OCC)cc1NC(=O)CCl	-25%	-27%	?	?	4%	-11%
CN(C)S(=O)(=O)c1cccc(NC(=O)CSc2ncnc3ccccc23)c1	-34%	0%	-13%	-15	-9%	21%
CCCCCCCC#Cc1ccccc1/C=N/S(=O)c1ccc(C)cc1 (stereo unspecified)	-19%	-1%[12.9 µM]	?	.	-13%	0%
NC(=O)COC(=O)c1ccc2c(c1)C(=O)N(Cc1ccco1)C2=O	1%	-9%	-14%	-23	?	9%
Cc1nc2nc(-c3cccs3)cn2nc1C	-4%	-17%	?	150	?	64%[activator]
Fc1cc(Cl)c(OCc2noc(-c3ccsc3)n2)c(Cl)c1	-35%	0%	13%	-25	5%	-1%

Of the compounds above, 2 contain a tert-butyl group:
SMILES	AmpC no deterg	FBPA Giardia inh	Sm TGR inh	HCMV antiviral	AmpC inh detg	AMA1-RON2 inh
Cc1ccc(CN2CCN(C3CCN(C(=O)OC(C)(C)C)CC3)C(=O)C2=O)cc1	.	.	-7%	10	-13%	.
CC(C)(C)C(=O)COC(=O)CNC(=O)c1ccc(Oc2ccccc2)cc1	31%	-4%	16%	77	0%	1%

Continued:
SMILES	AmpC no deterg	FBPA Giardia inh	Sm TGR inh	HCMV antiviral	AmpC inh detg	AMA1-RON2 inh
O=C(NCCCn1ccnc1)c1ccc2c(c1)OCCO2	-4%	2%	-10%	49	-13%	-11%
O=C(Nc1ccc2nc(-c3ccccc3)[nH]c2c1)c1cccs1	-33%	-17%	0%	-79*	0%	-2%
Cc1ccc(Nc2nc3nonc3[nH]c2=O)cc1C	-50%	-5%	5%	34	-5%	7%
COc1ccc(C2c3c(-c4ccc(F)cc4)n[nH]c3C(=O)N2c2ccccc2)cc1OC (stereo unspecified)	.	.	2%	-9	11%	.
CCOC(=O)NC(=S)c1ccc[nH]1	-15%	?	-4%	-36	-3%	54%[activator]
CCCCC(=O)NNC(=S)NC(=O)c1ccc(C)cc1	-23%	3%	.	-24	?	5%

Compound activity from PubChem BioAssay.

Not a hit list, and some 7.8% of all compounds hit somewhere here.
